STAT3 blocker = inhibitors of IL-6 induced STAT3 signaling; U3A cells, IL-6 STAT3-luciferase reporter, luminescence; host cell line lacks STAT1; inhibition, % at 5.5 µM; 0.89% of 190,000 active; AID 862;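 active means inhibition above the mean inhibition across all screened compounds plus 3 SD, cut at about 44% in these data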;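 further: 0% = DMSO only wells and 100% = 100 µM nifuroxazide control wells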
STAT1 blocker = STAT1 signaling inhibition; AID 920; 0.35% of 200,000 active; NIH 3T3 STAT1-luciferase reporter, IFN-gamma, luminescence; inhibition, % at 5.5 µM;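 active means inhibition above a set limit, the mean inhibition across all tested compounds plus 3 SD, cut at about 34% in these data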;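 further: 0% = IFN-gamma with DMSO and 100% = IFN-gamma with 300 µM nifuroxazide; values of inactives mirror those of a sister screen read the other way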
S1P3 antag = S1P3 (human) receptor antagonism; CHO S1P3 NFAT-BLA reporter, FRET fluorescence, antagonist mode; inhibition, % at 4.98 µM; 0.27% of 170,000 active; AID 485;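 active means inhibition above the plate cutoff, the mean inhibition of test wells on that plate plus 3 SD, cut at about 28% in these data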;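 further: cells challenged with S1P at its EC80 of 0.8 µM; blue over green emission ratio from cleaved BLA substrate after 4 h stimulation; 0% = S1P-stimulated wells and 100% = unstimulated DMSO-only wells; some compounds past the cut are filed as inactive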
ROMK primary = modulates human ROMK potassium channel activity | P48048 | 2% of 130,000 active | B-score at 10 µM | AID 1918 | Tet-inducible ROMK, thallium flux fluorescence; actives lie on both sides;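 active means signal ratio slope over the read window, or its plate-corrected B-score, at least 3 SD from the plate mean, either direction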;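 further: B-score of the F/F0 ratio slope over 7 to 12 s after thallium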
PPARg SRC-1 ag = promotes SRC-1 coactivator recruitment by human PPARgamma. PPARgamma-SRC-1 coactivator recruitment biochemical assay. 0.41% of 200,000 active. activation, % at 8 µM. P37231; in the data active means activation above about 19%;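 further: 0% = DMSO and 100% = reference agonist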
TLR4 MyD88 comp = inhibitors of human TLR4-MyD88 binding | O00206+Q99836 | HeLa CL3-4 TLR4/MyD88 BLA complementation, FRET ratio | inhibition, % at 8.4 µM | 0.18% of 200,000 active | AID 861; in the data active means inhibition above about 25%;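 further: 0% = vehicle and 100% = reference inhibitor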
Target sequence (O00206 whole entry, looked up): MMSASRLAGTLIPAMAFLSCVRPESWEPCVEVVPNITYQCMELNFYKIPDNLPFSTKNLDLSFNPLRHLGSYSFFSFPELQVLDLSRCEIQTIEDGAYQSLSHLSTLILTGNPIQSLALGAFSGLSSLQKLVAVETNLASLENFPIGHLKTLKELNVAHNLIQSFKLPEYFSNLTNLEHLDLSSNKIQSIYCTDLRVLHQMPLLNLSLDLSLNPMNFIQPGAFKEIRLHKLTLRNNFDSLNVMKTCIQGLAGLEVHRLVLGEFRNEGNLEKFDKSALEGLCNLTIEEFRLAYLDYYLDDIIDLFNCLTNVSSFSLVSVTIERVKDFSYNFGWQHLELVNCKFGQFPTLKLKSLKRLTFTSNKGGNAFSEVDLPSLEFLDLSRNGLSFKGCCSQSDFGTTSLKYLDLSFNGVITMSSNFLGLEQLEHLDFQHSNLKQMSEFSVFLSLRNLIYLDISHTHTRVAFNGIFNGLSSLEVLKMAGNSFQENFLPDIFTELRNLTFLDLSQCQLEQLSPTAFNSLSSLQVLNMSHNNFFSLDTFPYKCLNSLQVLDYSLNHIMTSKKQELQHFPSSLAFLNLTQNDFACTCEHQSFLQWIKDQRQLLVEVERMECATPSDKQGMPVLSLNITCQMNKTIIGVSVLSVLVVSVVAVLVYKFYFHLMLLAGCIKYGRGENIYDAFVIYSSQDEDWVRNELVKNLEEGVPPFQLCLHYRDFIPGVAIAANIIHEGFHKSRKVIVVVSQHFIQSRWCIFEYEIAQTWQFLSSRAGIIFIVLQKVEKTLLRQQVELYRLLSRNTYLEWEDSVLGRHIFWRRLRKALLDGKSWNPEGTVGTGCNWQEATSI
Target sequence (Q99836 whole entry, looked up): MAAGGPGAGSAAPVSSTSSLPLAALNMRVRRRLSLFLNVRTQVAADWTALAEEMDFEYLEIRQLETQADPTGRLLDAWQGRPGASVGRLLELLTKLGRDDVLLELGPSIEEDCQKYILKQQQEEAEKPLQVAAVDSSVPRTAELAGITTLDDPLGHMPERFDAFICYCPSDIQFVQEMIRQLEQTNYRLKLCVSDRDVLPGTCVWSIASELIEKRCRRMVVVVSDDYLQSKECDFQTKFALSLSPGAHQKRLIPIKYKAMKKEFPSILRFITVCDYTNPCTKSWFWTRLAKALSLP
STAT3 activator = STAT3 signaling activation; U3A cells, IL-6 STAT3-luciferase reporter, luminescence; 100% = signal with IL-6 EC80 alone; activation (% of control), % at 5.6 µM; 0.91% of 190,000 active; AID 871;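 active means activation above the screen-wide mean of compound activation plus 3 SD, cut at about 130% in these data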;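 further: 0% = background luminescence of wells with medium and substrate only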
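System – human U3A cells carrying STAT3-luciferase construct · Probe or stimulus – Interleukin-6, 33 ng/mL · Schedule – compound 1 h, then IL-6 6 h at 37 °C · Signal – luminescence from STAT3-driven luciferase reporter · Evaluation – percent of IL-6-only median luminescence · Benchmarks – IL-6-only high control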
RAM network inh = blocks the yeast RAM network | S. cerevisiae dse1pr::URA3 reporter, 5-FOA growth OD615, 2 d; analog-sensitive cbk1-as2 kinase mutant strain | inhibition, % at 50 µM | 1.8% of 190,000 active;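 active means inhibition above a set limit, 3 SD over mean compound inhibition, cut at about 8.4% in these data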;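 further: 0% = DMSO-only wells with no growth and 100% = 10 µM 1-NA-PP1 full growth; inhibition rescues growth on 5-FOA so higher OD means more RAM inhibition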
PPARg SRC3 recr = PPARgamma-driven SRC-3 recruitment agonism. P37231. biochemical PPARgamma/SRC-3 coactivator recruitment assay. activation, % at 8 µM. 0.26% of 200,000 active; in the data active means activation above about 23%;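 further: 0% = DMSO and 100% = reference agonist; some compounds past the cut are filed as inactive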
PPARg SRC-2 ag = PPARgamma-driven SRC-2 recruitment agonism; 0.34% of 200,000 active; activation, % at 8 µM; PPARgamma LBD-SRC-2 recruitment, biochemical; P37231; in the data active means activation above about 22%;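 further: 0% = vehicle and 100% = reference agonist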
TR-FRET SRC-2 ct = flags TR-FRET format artefacts in PPARgamma SRC-2 recruitment agonist screen. TR-FRET artefact counter-screen; hits give high values. TR-FRET ratio at 8 µM. 0.4% of 200,000 active. AID 1049; in the data active means TR-FRET ratio above about 2000; further: inactives centre near 1500
* marks the source's active call; other numbers are inactive results; . = no result given.

SMILES	STAT3 blocker	STAT1 blocker	S1P3 antag	ROMK primary	PPARg SRC-1 ag	TLR4 MyD88 comp	STAT3 activator	RAM network inh	PPARg SRC3 recr	PPARg SRC-2 ag	TR-FRET SRC-2 ct
CNc1c([N+](=O)[O-])cnn1-c1ccc(Cl)cc1	6	-8	.	.	7	14	100	0.1	-4	3	1400
Cc1ccc(SCC(=O)NC(=O)NCc2ccccc2)c(C)c1	8	-4	9	0.4	4	-2	95	4.0	2	7	1538
Cc1cccc(N2C(=O)CC(N3CCN(Cc4ccc5c(c4)OCO5)CC3)C2=O)c1 (configuration not stated)	6	8	-2	.	1	-4	101	0.8	3	-1	1717
COC(CNC(=O)c1cc(C(=O)c2c(-c3c(Cl)cccc3Cl)noc2C)c[nH]1)OC	5	4	.	.	2	-8	102	2.4	13	4	1543
CC(C)(Oc1ccc(Cl)cc1)C(=O)NC1CCSC1=O (configuration not stated)	-1	1	-13	0.28	-2	1	104	2.6	6	10	1481
COC(=O)c1[nH]c2ccc(C)cc2c1NC(=O)CCN1CCN(C2CCCCC2)CC1	-14	3	2	.	8	6	116	0.3	0	11	1578
O=c1[nH]c2cccnc2c2ccsc12	10	8	-8	.	5	15	94	0.0	2	3	1646
O=c1[nH]c2ccc(S(=O)(=O)N3CCN(Cc4ccccc4)CC3)cc2[nH]c1=O	2	-4	-26	.	10	-1	102	-0.1	-1	7	1462
COC(=O)N/N=C/c1cccc(OCCSc2ccc(Cl)cc2)c1	6	4	10	.	-2	0	97	3.0	-4	-5	1711
O=C(CSC(=S)N1CCCC1)c1cc(Br)cc(Br)c1O	-3	7	-11	-0.02	9	17	106	1.5	-1	9	1573

Full records, quoted from the list. Order of screens: STAT3 blocker	STAT1 blocker	S1P3 antag	ROMK primary	PPARg SRC-1 ag	TLR4 MyD88 comp	STAT3 activator	RAM network inh	PPARg SRC3 recr	PPARg SRC-2 ag	TR-FRET SRC-2 ct
Listed for `O=c1[nH]c2cccnc2c2ccsc12` = 10	8	-8	.	5	15	94	0.0	2	3	1646
Listed for `O=c1[nH]c2ccc(S(=O)(=O)N3CCN(Cc4ccccc4)CC3)cc2[nH]c1=O` = 2	-4	-26	.	10	-1	102	-0.1	-1	7	1462
Listed for `COC(=O)c1[nH]c2ccc(C)cc2c1NC(=O)CCN1CCN(C2CCCCC2)CC1` = -14	3	2	.	8	6	116	0.3	0	11	1578
Listed for `CNc1c([N+](=O)[O-])cnn1-c1ccc(Cl)cc1` = 6	-8	.	.	7	14	100	0.1	-4	3	1400

Next part:
SMILES	STAT3 blocker	STAT1 blocker	S1P3 antag	ROMK primary	PPARg SRC-1 ag	TLR4 MyD88 comp	STAT3 activator	RAM network inh	PPARg SRC3 recr	PPARg SRC-2 ag	TR-FRET SRC-2 ct
Cc1ccc(S(=O)(=O)CCC(=O)OCC(=O)Nc2ncc(Cl)cc2Cl)cc1	7	-3	-16	.	7	-2	97	1.1	1	3	1471
COc1ccc(N2CCN(Cc3ccc(Br)s3)CC2)cc1	-1	-1	.	-0.68	5	-11	101	0.8	3	-1	1603
Cc1cc(C)c(C)c(S(=O)(=O)N2C(=S)NC(=O)C2C(C)C)c1C (configuration not stated)	11	3	.	-1.4	7	5	91	-0.2	16	8	1721
COc1ccc(C(=O)COC(=O)c2ccc(N(C)C)cc2)cc1	7	-16	18	0.23	3	-16	98	3.5	-1	10	1852
CCOC(=O)CC(=O)N/N=C/c1c(N)n(C)c(=O)n(C)c1=O	-1	-3	-15	1.4	-17	-13	113	2.9	1	-10	1410
COc1ccc(NC(=O)CSc2nnc(C3CC3)n2N)cc1	8	1	-9	.	-2	4	99	1.1	1	0	1517
O=Cc1ccc(OCC(=O)NC(=O)NC2CCCCC2)cc1	2	-4	.	-0.87	-3	-13	103	-0.8	1	-2	1489
Cc1ccc(C2(C)NC(=O)N(CC(=O)NC(=O)NCCC(C)C)C2=O)cc1 (configuration not stated)	0	6	1	.	-9	13	103	0.1	4	-1	1709
Cc1cc(C)cc(NC(=O)C2CCCN2C(=O)NC2CCCCC2)c1 (configuration not stated)	-6	-3	-7	-0.0014	3	7	107	2.9	2	10	1703
C/C(=N\Nc1cccc(C(=O)O)c1)c1cc2ccccc2o1	8	-13	-6	-1.6	7	-3	100	-0.4	1	1	1370
COC(=O)c1sc(S(=O)(=O)N2CCN(CCO)CC2)c(C(=O)OC)c1C	-5	-1	0	1	-6	4	108	0.5	0	0	1457
CCOC(=O)CCC(=O)Nc1ccc([N+](=O)[O-])cc1C	4	-5	-6	-0.06	-8	-9	99	-0.2	-2	-3	1538
c1ccc2c(c1)C(=NCC1CCCO1)NC2=NCC1CCCO1 (configuration not stated)	6	1	-2	.	14	-3	97	1.0	-6	-2	1524
Cc1ccc(CNS(=O)(=O)NCc2ccccc2)cc1	3	-1	.	-1.6	-1	6	104	2.4	-11	2	1513
O=C(OCCOc1ccccc1Cl)c1ccc(-n2cnnn2)cc1	1	-13	-5	0.5	-8	-4	107	7.5	-3	-6	1414
O=C(NCCC1=CCCCC1)C(=O)NCCc1ccc(Cl)cc1	-3	1	-3	0.042	-2	6	107	1.7	0	-1	1165
O=C(c1ccc(C#Cc2ccccc2)o1)N1CCN(c2ccccn2)CC1	5	-1	-40	0.057	6	3	99	0.8	2	3	1606
COC(=O)C1=CN(CCCN2CCCC2=O)C=C(C(=O)OC)C1c1cccs1	8	5	-7	0.026	0	6	99	-0.7	-4	-9	1551
COc1ccc(Cl)cc1Nc1nc(C)cc(=O)[nH]1	-1	2	-13	-0.61	4	-8	102	0.9	-9	9	1635
Cc1ccc2nc3n(c(=O)c2c1)CCC3	9	-5	-63	0.13	0	9	96	-0.3	1	-4	1468
Cc1cccc(N(Cc2cc3ccccc3[nH]c2=O)S(=O)(=O)c2ccccc2)c1	3	-10	20	.	4	-11	98	2.8	0	8	1432
O=C(NCC(c1cccs1)N1CCOCC1)c1ccccc1NS(=O)(=O)c1cccc([N+](=O)[O-])c1 (configuration not stated)	-6	-8	-6	.	-4	1	101	-0.1	4	2	1536
Cc1ccc(/C=C/C(=O)NCC2COc3ccccc3O2)o1 (configuration not stated)	-8	-1	-1	-1.4	5	-6	108	0.1	-1	-3	1497
Cc1cccc(-n2ncc3c(NCCCO)ncnc32)c1	-16	-45	27	.	1	-3	121	1.5	1	-8	1339
Cc1ccc(NC(=O)CSc2nc(O)c(Cc3ccccc3)c(=O)n2-c2ccccc2)cc1	22	6	8	0.068	-5	-12	84	3.6	2	1	1687
COc1ccc(C(=O)CSc2nnc(CNc3nc(-c4ccccc4)cs3)n2C)cc1	8	-1	-16	-1.7	4	-3	95	0.5	0	-1	1416
Cc1ccc(C2CCN(C(=S)NC3CCCCC3)C2)cc1 (configuration not stated)	11	-4	-12	-1.7	4	14	94	1.6	0	7	1561
Cn1c(CCc2nc3ccccc3[nH]2)n[nH]c1=S	2	-13	-8	0.094	-2	6	100	4.3	4	1	1813
Cc1ccc(-n2cnc3cc(NCc4cccs4)ccc32)cc1	8	-31	.	0.31	4	-14	93	1.2	2	6	1612
COc1ccccc1C1CC(c2ccc(Br)cc2)=NN1C(=O)c1cccnc1 (configuration not stated)	-13	12	12	.	-3	-8	113	0.9	0	0	1572
O=C(CN1CCOCC1)Nc1nc2ccc([N+](=O)[O-])cc2s1	2	-14	-1	-0.85	-6	8	100	0.1	-4	-5	1438
COC(=O)Nc1ccc(S(=O)(=O)N2CCN(c3ccc(F)cc3)CC2)cc1	18	2	-18	.	-4	-1	88	1.3	-4	-1	1616
Brc1ccc(C2Nc3cccc4cccc(c34)N2)s1	-10	3	2	0.024	5	2	109	8.0	6	11	1739
Cc1nnc(SCC(=O)NC(=O)NCc2ccco2)n1Cc1ccccc1	11	0	.	-0.2	3	13	96	0.9	1	11	1622
Cc1ncoc1C(=O)N1CCCC(C(=O)c2ccc(Oc3ccccc3)cc2)C1 (configuration not stated)	8	4	0	-0.62	11	-3	97	-1.2	7	11	1665
COc1ccc(-c2csc(/N=C/N(C)C)n2)cc1OC	-10	-15	-12	0.17	-2	-11	108	0.1	-2	-6	1455
CNC(=O)CSc1nnc(SCCC(=O)O)s1	8	6	-4	0.93	2	-9	94	-0.3	-4	1	1624
O=C(Nc1ccc(Cl)c([N+](=O)[O-])c1)c1ccc2c(c1)OCCO2	16	-42	11	0.47	5	8	93	2.9	-1	-3	1535
O=S(=O)(N/N=C/c1cn(Cc2ccccc2)c2ccccc12)c1ccccc1	1	-6	.	.	3	8	102	3.3	5	3	1405
Cc1ccc(OC/C(O)=C(\C#N)c2nc3ccccc3s2)cc1	-3	1	-8	0.79	-1	6	101	3.8	-4	2	1565
O=C(COc1ccccc1C(=O)O)NC1CCCc2ccccc21 (configuration not stated)	-4	1	-23	0.91	-3	-10	104	0.2	2	8	1752
Nc1nc(SCC(=O)NCCCN2CCOCC2)nc2sc3c(c12)CCC3	13	6	8	.	5	-2	97	0.5	-9	-2	1519
CCCN1C2CCCC1CC(NC(=S)Nc1cc(C)cc(C)c1)C2 (configuration not stated)	7	-4	1	-1.7	-2	-3	96	-0.1	1	-4	1488
Cc1ccc(-c2cc3c(n2-c2ccc(C(=O)O)cc2)CCCC3=O)cc1	14	-10	9	0.97	1	0	91	0.1	3	-4	1457
CC(C)Oc1cccc(C(=O)C2CCCN(C(=O)c3csnn3)C2)c1 (configuration not stated)	-4	-2	-17	-0.13	1	12	109	0.4	2	10	1636
COc1ccc(CCN(C)CCC(=O)Nc2cc(C)ccc2C)cc1OC	0	-5	.	.	10	-4	105	2.6	-1	7	1329
O=C(COc1cccc(C(F)(F)F)c1)N1CCN(c2ccccc2O)CC1	3	-2	-8	-0.14	-2	1	109	-0.8	0	-3	1524
CC(C)c1ccc(-n2ccnc2SCC(=O)O)cc1	7	-3	-14	0.057	-1	-6	96	0.5	-1	6	1647
OC(COC(c1ccccc1)c1ccccc1)CN1CCN(c2ccccn2)CC1 (configuration not stated)	-9	5	-6	-1.2	-11	8	106	0.4	-2	2	1324
CC1CCCC(C)N1C(=O)CN1C(=O)C(C)(C)Oc2ccc(C(=O)NC3CCCCC3)cc21 (configuration not stated)	6	-10	-15	.	1	0	100	1.1	-5	4	1453
New compounds follow:
SMILES	STAT3 blocker	STAT1 blocker	S1P3 antag	ROMK primary	PPARg SRC-1 ag	TLR4 MyD88 comp	STAT3 activator	RAM network inh	PPARg SRC3 recr	PPARg SRC-2 ag	TR-FRET SRC-2 ct
Cc1ccc(-c2nc3ccccc3s2)cc1NC(=O)c1ccc2c(c1)OCO2	14	-2	.	.	-3	-12	91	2.5	-6	-1	1454
COc1ccc(S(=O)(=O)NCC2CCC(C(=O)NCc3cccnc3)CC2)cc1 (configuration not stated)	8	-2	11	0.045	1	-3	103	1.2	2	2	1773
COc1ccc2oc(=O)c(C(=O)Oc3ccc(NC(C)=O)cc3)cc2c1	-18	-4	.	.	-8	-2	119	4.1	1	9	1463
Cc1ccc(-c2nc(N)n(S(C)(=O)=O)n2)cc1	7	-9	-28	0.089	-6	9	97	0.0	-7	11	1380
CCOC(=O)C1CCN(C(=O)c2ccc3c(c2)OCO3)CC1	10	2	-9	-0.068	8	1	98	1.7	4	3	1524

Screens deposited in PubChem BioAssay by several laboratories.
